# Screening results from PubChem.
# PLK1 PBD inh = PLK1 (human) polo-box domain binding inhibition. P53350. Plk1 PBD binding of FITC phosphopeptide, fluorescence polarization. Potency, µM, inactives show max response, negative = inhibition, most hits filed as inhibitors. hit rate 2.8% among 360,000. AID 720504; further: potency means the concentration at half of the fitted maximal effect; series mostly up to about 57 µM; on the % scale 0 is the no-effect control and ±100 the full control effect; nearly all actives have a fitted effect of over 65% in size
# EPAC1 agonist = activates human EPAC1 exchange factor | hit rate 0.073% among 360,000 | EPAC1 agonist qHTS, biochemical assay; response scale: 100% = response to 6.5 mM cAMP | Potency, µM (doses to about 154 µM), without a hit: at the top dose activation, usual class: activators | O95398; further: potency means the concentration at half of the fitted maximal effect; nearly all actives have a fitted effect of over 60% in size
#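 EPAC1 100 nM, Rap1B–BODIPY-GDP 250 nM, unlabeled GDP 50 uM; compound titration; 5 min RT; kinetic read ex480/em540 at 5-min intervals ×30 min; data normalized to 6.5 mM cAMP agonist control.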
# EPAC2 agonist = agonists of human EPAC2 (RAPGEF4); hit rate 0.079% among 360,000; Q8WZA2; Potency, µM (series often up to 154 µM), inactives show top-dose activation, actives largely listed as activators; EPAC2 activation, biochemical qHTS; response scale: 100% = 6.5 mM cAMP response; further: potency means the concentration at half of the fitted maximal effect; nearly all actives have a fitted effect of over 50% in size
#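 Each well held 100 nM EPAC2, 250 nM RAP1B-BODIPY-GDP and 50 uM GDP. Fluorescence, read at 5-min intervals to 30 min, was referenced to a 6.5 mM cAMP positive control.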
# CCT modulator = cytosolic chaperonin activity modulation; purified chaperonin ATPase assay, HTRF ADP detection, 30 min; activity change, % (concentration not given with the values), hits read low; hit rate 0.3% among 360,000; in the data active means activity change below about -30%; further: on the % scale 0 is the no-effect control and ±100 the full control effect
#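 TRiC (40 or 20 nM final, by batch activity) in 30 mM Tris pH 7.4, 100 mM KCl, 5 mM MgCl2, 1 mM DTT was treated with compound at 76 uM single dose, then 10 uM ATP, 30 min at 37 °C. ADP was read by HTRF Transcreener.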
# EPAC1 antag = EPAC1 (human) antagonism. O95398. EPAC1 GEF assay, Rap1b-BODIPY-GDP exchange fluorescence. Potency, µM (highest dose often 115 µM), without a hit: at the top dose activity change, negative = inhibition, actives largely listed as inhibitors. hit rate 0.14% among 360,000. AID 720709;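 further: potency means the concentration at half of the fitted maximal effect; plate controls were vehicle for no effect and positive control for full effect; nearly all actives have a fitted effect of over 50% in size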
# WRN helicase inh = WRN helicase (human) inhibition | hit rate 0.46% among 360,000 | Potency, µM (top dose mostly 114 µM), for the others: at the highest dose activity change, negative = inhibition, most hits filed as inhibitors | WRN helicase unwinding, fluorescent forked duplex, kinetic | Q14191 | AID 651768; further: potency means the concentration at half of the fitted maximal effect; on the % scale 0 is the no-effect control and ±100 the full control effect; nearly all actives have a fitted effect of over 55% in size
# Target sequence (Q14191 whole entry, looked up): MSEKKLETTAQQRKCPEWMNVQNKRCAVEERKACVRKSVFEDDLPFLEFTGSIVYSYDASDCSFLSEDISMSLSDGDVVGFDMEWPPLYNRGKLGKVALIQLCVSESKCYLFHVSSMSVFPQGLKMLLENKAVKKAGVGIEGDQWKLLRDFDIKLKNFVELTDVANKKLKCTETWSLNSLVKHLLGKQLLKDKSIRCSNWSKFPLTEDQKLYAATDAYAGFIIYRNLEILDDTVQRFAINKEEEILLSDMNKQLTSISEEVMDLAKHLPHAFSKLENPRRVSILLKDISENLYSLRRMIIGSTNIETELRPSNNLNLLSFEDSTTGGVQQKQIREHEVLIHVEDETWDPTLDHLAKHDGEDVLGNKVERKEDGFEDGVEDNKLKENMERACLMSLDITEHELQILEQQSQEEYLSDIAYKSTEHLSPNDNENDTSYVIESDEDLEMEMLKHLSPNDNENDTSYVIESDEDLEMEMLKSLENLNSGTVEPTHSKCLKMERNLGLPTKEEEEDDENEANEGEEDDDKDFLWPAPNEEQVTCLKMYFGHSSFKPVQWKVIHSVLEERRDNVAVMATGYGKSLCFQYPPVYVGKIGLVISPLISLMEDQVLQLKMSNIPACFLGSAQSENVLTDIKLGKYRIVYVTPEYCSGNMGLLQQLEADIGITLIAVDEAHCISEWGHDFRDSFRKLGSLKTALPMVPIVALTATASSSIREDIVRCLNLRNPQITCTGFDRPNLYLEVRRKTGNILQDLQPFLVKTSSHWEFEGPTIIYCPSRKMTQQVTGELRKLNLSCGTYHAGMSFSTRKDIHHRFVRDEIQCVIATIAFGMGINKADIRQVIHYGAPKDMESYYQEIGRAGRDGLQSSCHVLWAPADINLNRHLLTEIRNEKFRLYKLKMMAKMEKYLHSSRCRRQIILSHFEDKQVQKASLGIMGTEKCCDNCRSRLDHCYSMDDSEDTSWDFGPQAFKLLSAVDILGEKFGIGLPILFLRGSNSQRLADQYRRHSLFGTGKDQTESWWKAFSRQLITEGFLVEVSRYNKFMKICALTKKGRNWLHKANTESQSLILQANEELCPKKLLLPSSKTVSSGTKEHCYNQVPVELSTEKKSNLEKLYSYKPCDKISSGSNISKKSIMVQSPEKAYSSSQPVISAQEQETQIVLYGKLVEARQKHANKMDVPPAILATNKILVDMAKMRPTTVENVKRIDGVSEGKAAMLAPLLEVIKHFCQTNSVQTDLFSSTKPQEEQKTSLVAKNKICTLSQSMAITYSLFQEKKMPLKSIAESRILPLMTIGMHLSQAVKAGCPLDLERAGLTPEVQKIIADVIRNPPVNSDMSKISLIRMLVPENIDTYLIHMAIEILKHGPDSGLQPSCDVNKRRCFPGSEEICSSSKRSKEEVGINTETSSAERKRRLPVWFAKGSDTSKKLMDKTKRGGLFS
#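 Kinetic red-fluorescence monitoring (525/598 nm) tracks WRN helicase activity after 100 nM fluorophore-quencher forked duplex and 2 mM ATP are added to 20 nM enzyme pretreated 15 min at room temperature with compound.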
# IL-2 act = activators of IL-2. IL-2 activation reporter assay, cell-based qHTS; stimulated with anti-CD3/CD4/CD28 beads; in transgenic mouse T cells. activation, % (series mostly up to about 46 µM). hit rate 0.065% among 360,000; in the data active means activation above about 50%; inconclusive means mostly about 30% to 49%; further: 0% is about no effect
#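 Unstimulated transgenic mouse T cells, 750 per well, received compound and, after 60 minutes, anti-CD3/anti-CD4 bead plus anti-CD28 stimulation. EGFP and DsRed were quantified after 18 hours.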
# PI5P4K alpha inh = blocks human PI5P4K alpha kinase activity; P48426; PI5P4Kalpha enzyme, ADP-Glo luminescence, 60 min; active compounds read low; max response, %; hit rate 1.2% among 330,000; active means max response of -50% or lower; inconclusive means between -30% and -50%; inactive means -30% or higher; further: value at the top dose of about 77 µM; on the % scale 0 is the no-effect control and ±100 the full control effect
#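 Single end-point luminescence (ADP-Glo) quantified ADP from PI5P4Kalpha turnover; ATP 5 microM final, 1 h at RT, 0.1% CHAPS and 0.28 mM EGTA in HEPES pH 7.4.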
# An asterisk follows results filed as active; ? = inconclusive; . = no result given; [ ] = another dose, or the depositor's remark. Unless noted, the call rests on the fitted dose curve; in most records, active means well fitted curve in the direction sought with a large enough effect; inconclusive means small, poorly fitted or top-dose-only effect, or another doubt; inactive means no such curve, though single readings can be large; an effect the other way counts as inactive or inconclusive. An excerpt; count on the stated rates, not on these rows.
# Values in the order – PLK1 PBD inh	EPAC1 agonist	EPAC2 agonist	CCT modulator	EPAC1 antag	WRN helicase inh	IL-2 act	PI5P4K alpha inh
1: COc1cc2c(C(=O)N3CCN(Cc4ccc5c(c4)OCO5)CC3)cn(C)c(=O)c2cc1OC
→ 0%	-1%	0%	-0.4	-1%	7%	-1.3	.
2: CC1(C)NC(C(=O)O)Cc2c1[nH]c1ccccc21 (centres undefined)
→ 8%	9%	14%	-5.0	-27%	5%[57.1 µM]	0.0	2
3: CC(OC(=O)CSc1ccccc1)C(=O)NC1CCCCC1C (centres undefined)
→ -6%	5%	1%	-0.1	9%	-4%	-3.2	4
4: CCOc1ccc(S(=O)(=O)N2CCCCC2)cc1NC(=O)Cc1cc(OC)c(OC)c(OC)c1
→ -7%	-5%	-1%	-2.1	-4%	-1%	0.0	-5
5: CN(Cc1ccc(C(F)(F)F)cc1)C(=O)c1ccc(Oc2ccccc2)cc1
→ 3%	-7%	-10%	0.6	1%	1%	-3.7	9
6: Cc1nn(C)c(Sc2ccccc2N)c1[N+](=O)[O-]
→ 13µM*	0%	13%	-4.5	3%	8%	-0.5	-24
7: CCOC(=O)N1CCN(C(=O)CSc2nc(=O)n3cccc(C)c3n2)CC1
→ -2%	6%	-3%	0.3	0%	0%	-1.3	11
8: Cc1[nH]c2ccccc2c1/C=N/NC(=O)CNC(=O)c1ccc2c(c1)OCO2
→ -14%	-7%	-2%	-0.2	-11%	-8%	1.2	-1
9: Cc1cnn(C(=S)NCc2ccco2)c1
→ ?	1%	9%	-1.6	-6%	-26%[57.1 µM]	-1.2	-27
10: COc1ccc(-c2ccc([C@H]3[C@@H]4C=CCC[C@@]4(C)C(=O)N3Cc3ccccc3)c(F)c2)cc1OC
→ -8%	4%	7%	-0.8	-4%	-3%	-2.1	5
11: Cc1ccccc1CN(C)CC(=O)NC(C)CCc1ccccc1 (centres undefined)
→ -14%	-7%	-4%	-94*	-21%	-22%	-2.0	7
12: CC(C)c1ccc(NC2CCCN(C(=O)CCc3cnn(C)c3)C2)cc1 (centres undefined)
→ -6%	13%	3%	-2.7	-5%	-11%	-0.2	1
13: COc1ccc(-c2ncnc(C(F)(F)F)c2-c2csc(C)n2)c(O)c1
→ 5%	-8%	8%	0.9	9%	-4%	-0.2	0
14: CC(C)[C@@H](C(=O)NC1CCCC1)N1C(=O)N2CCc3c([nH]c4ccccc34)[C@@]2(C)C1=O
→ -12%	-10%	14%	-2.5	-14%	-3%	-0.3	-2
15: COc1cc(NC(=O)COC(=O)c2[nH]c(C)c(C(C)=O)c2C)cc(OC)c1
→ -5%	-5%	3%	0.1	-5%	7%	0.3	0
16: COC(=O)c1c(NC(=O)CN2CCCC(C)C2)c2c(C)cccc2n1C (centres undefined)
→ -11%	-10%	-6%	-1.7	-3%	-35%[57.1 µM]	-2.2	0
17: Cc1nc2sc(C(c3cccs3)N3CCC4(CC3)OCCO4)c(O)n2n1 (centres undefined)
→ 1%	2%	13%	-0.4	2%	-21%	-2.4	.
18: O=C(O)c1nnn(-c2cccc(C(F)(F)F)c2)c1-c1ccccc1
→ -2%	14%	2%	-1.2	4%	4%	-0.1	-2
19: CCCCCCNC(=O)O[C@]12C[C@@H](C(=O)OC)[C@@H](C(=O)OC)C[C@@]1(O)CN(S(=O)(=O)c1ccc(C)cc1)C2
→ -2%	-7%	-3%	-0.6	-14%	-9%	1.8	0
20: Cc1cccc(NC(=O)[C@H](Cc2ccccc2)NC(=O)[C@@H]2Cc3ccccc3CN2)c1
→ ?	8%	5%	1.5	-1%	-6%	-1.0	-2
21: Cc1ccc(S(=O)(=O)N(C)CCCC(=O)Nc2ccc(C)cc2C)cc1
→ 2%	-6%	-7%	-2.2	-2%	-7%	-0.2	-2
22: CCOc1ccccc1N(CC(=O)OC)S(=O)(=O)c1ccccc1
→ -6%	6%	10%	-0.6	0%	6%	-1.4	.
23: COc1cc2ccccc2cc1C(=O)N/N=C/c1ccc2c(c1)OCO2
→ 2%	-9%	7%	0.9	10%	3%	-1.2	0
24: O=C(N/N=C/c1ccc(O)cc1O)c1ccncc1
→ 3%	8%	1%	0.2	-6%	-6%[57.1 µM]	-1.3	-1
25: CC(C)Cn1c2c(c(O)c(C(=O)Nc3ncccc3O)c1=O)CCCC2
→ -11%	9%	-10%	0.8	-8%	-3%	-0.2	-10
26: Cn1nccc1NC(=O)Nc1cccc(Cl)c1Cl
→ -8%	-7%	10%	-0.3	9%	3%	-1.0	-10
27: Cn1c(C(=O)NCc2ccccn2)cc2c(=O)n3ccccc3nc21
→ -5%	-5%	7%	1.8	5%	0%	-0.3	.
28: CC(=O)Nc1ccc(C(=O)COC(=O)CN2C(=O)NC3(CCCCC3C)C2=O)cc1 (centres undefined)
→ -14%	-1%	5%	0.3	20%	4%	-0.1	-5
29: O=C(/C=C/c1ccc(S(=O)(=O)N2CCOCC2)cc1)N1CCN(c2ccc(F)cc2)CC1
→ -12%	-1%	-2%	2.1	-8%	-11%	-1.3	1
30: Cc1ccc(-n2nnc3c(SCC(=O)NCC4CCCO4)ncnc32)cc1 (centres undefined)
→ -15%	3%	-3%[15.6 µM]	-1.6	-2%	-2%	1.8	6
31: O=c1[nH]c(SCc2ccc(F)cc2Cl)nc2ccccc12
→ -18%	7%	11%	-0.8	-4%	1%	-3.0	1
32: CCc1nc2c(OCCOc3ccc(F)cc3)cccn2c1N(C)C(=O)C(C)C
→ -6%	11%	1%	-0.7	1%	-4%	0.1	3
33: CN(CC(=O)Nc1ccc(N2CCOCC2)cc1)C(=O)CCCOc1ccc(Cl)cc1Cl
→ 2%	7%	-7%	1.5	-2%	-9%	-2.7	2
34: OC(CN1CCN(c2cccc(Cl)c2)CC1)C(c1ccccc1)c1ccccc1 (centres undefined)
→ -2%	-16%	12%	-44*	7%	-5%	-0.3	17
35: CCCCC(=O)Nc1ccc2c(c1)nc1n2CCN(CCOC)C1
→ -16%	-3%	-3%	-4.5	-24%	3%	-0.3	-9
36: CCOC(=O)N1CCN(C(=O)c2cccc(S(=O)(=O)Nc3ccccc3Cl)c2)CC1
→ 0%	14%	1%	-2.8	7%	6%	-0.3	4
37: Cc1c(NC(=O)c2cc(-c3cccs3)on2)c(=O)n(-c2ccccc2)n1C
→ -6%	7%	6%	0.3	0%	-3%	-2.8	.
38: O=C(O)c1ccc(NC(=O)c2cccs2)cc1
→ -11%	1%	-2%	-0.4	1%	4%	-2.8	.
39: N#CCc1ccc(NS(=O)(=O)c2cccs2)cc1
→ -9%	3%	9%	-2.5	-2%	8%	-2.4	-1
40: CCC(=O)Nc1nnc(S(=O)(=O)N2CCCCCC2)s1
→ -9%	-3%	4%	0.5	?	0%	-1.1	4
41: COc1ccc(N2CCN(C(CNC(=O)c3ccc4c(c3)OCO4)c3ccco3)CC2)cc1 (centres undefined)
→ -5%	6%	-8%	1.2	-26%	-11%	-2.8	0
42: CCn1cnc2sc(C(=O)N(Cc3ccc(N(C)C)cc3)Cc3ccco3)c(C)c2c1=O
→ 4%	6%	3%	-1.5	-13%	-10%	0.5	-4
43: O=C(CN1CCN(c2ccc(F)cc2)CC1)OCc1ccccc1
→ -7%	13%	4%	-2.7	-1%	-4%	-2.1	.
44: COc1ccc(C(=O)CCc2ccccc2)cc1
→ 2%	5%	10%	-0.9	5%	1%	-4.4	1
45: COc1cc(/C=N/O)cc(Br)c1OCc1ccc(Cl)cc1
→ 3%	17%	2%	-1.8	-10%	-11%	3.8	44
46: O=C(Cn1nnc2ccccc21)c1ccc(Cl)cc1
→ -16%	1%	9%	-1.9	-9%	-3%	-0.1	0
47: CCCCc1ccc(-n2nnnc2SCC(=O)Nc2cc(OC)c([N+](=O)[O-])cc2C)cc1
→ -26%	-1%	-1%	-5.7	24%	-17%	-0.4	-5
48: O=C(CCN1C(=O)c2ccccc2C1=O)C1=NN[C@@H]2C(=O)N(c3cccc(Cl)c3)C(=O)[C@H]12
→ -6%	-8%	0%	0.1	-19%	-4%	-1.1	-14
49: CC(C)=CC(=O)N1CC[C@@H](N2CCN(c3ccccc3F)CC2)[C@H](O)C1
→ -4%	4%	10%	0.2	1%	-11%	1.1	7
50: Cc1c(Cl)c([N+](=O)[O-])nn1Cc1ccc(C(=O)N/N=C\c2cc(Cl)ccc2O)o1
→ -11%	15%	-3%	-3.1	-2%	-8%	-0.7	2
51: CC1(C)CC(=O)c2c(oc3ccc(NS(=O)(=O)c4cccc5cccnc45)cc23)C1
→ 1%	0%	12%	2.7	-4%	-4%	-0.2	-3
52: COCC(=O)Nc1c(I)c(C(=O)NCC(O)CO)c(I)c(C(=O)N(C)CC(O)CO)c1I (centres undefined)
→ -5%	-12%	0%	1.8	2%	5%	0.0	6
53: COCCCNC(=O)c1cccc(OC)c1OC
→ -7%	-3%	0%	1.8	-16%	-3%[57.1 µM]	-2.8	2
54: CCCCc1nnc(NC(=O)c2oc3ccc(OC)cc3c2C)s1
→ -7%	1%	4%	-4.3	-21%	10%	-3.3	5
55: CCCCOc1ccc(C2C3CN(C(=O)OCC)CC=C3C(C#N)=C(N)C2(C#N)C#N)cc1OC (centres undefined)
→ -4%	?	-4%	-0.3	-24%	-1%	0.3	.
56: CC(C)Nc1nnc(SCC(=O)c2c(N)n(Cc3ccccc3)c(=O)n(C)c2=O)s1
→ -3%	-3%	-3%	-1.0	5%	-10%	0.6	6
57: Nc1ccc(-c2nc3c(Cl)cc(N)cc3[nH]2)cc1
→ -7%	-7%	-5%	0.5	9%	-19%	-2.7	-11
58: Cc1sc(NC(=O)C2CCCCC2C(=O)O)c(C(N)=O)c1C (centres undefined)
→ -14%	2%	12%	-5.5	6%	9%	-4.8	.
59: CCc1ccc(C(=O)C(C)OC(=O)Cc2n[nH]c(=O)c3ccccc23)cc1 (centres undefined)
→ 7%	14%	6%	-3.9	-6%	-8%	-0.9	-2
60: Cc1nn(C)c(C)c1C(C)NC(=O)c1cc(COc2ccc(F)c(F)c2)on1 (centres undefined)
→ 27µM*	9%	6%	-1.1	-2%	-3%	-1.9	-2

# Structural class: those above containing a CF3 group (three)
# Values in the order – PLK1 PBD inh	EPAC1 agonist	EPAC2 agonist	CCT modulator	EPAC1 antag	WRN helicase inh	IL-2 act	PI5P4K alpha inh
5: CN(Cc1ccc(C(F)(F)F)cc1)C(=O)c1ccc(Oc2ccccc2)cc1
→ 3%	-7%	-10%	0.6	1%	1%	-3.7	9
13: COc1ccc(-c2ncnc(C(F)(F)F)c2-c2csc(C)n2)c(O)c1
→ 5%	-8%	8%	0.9	9%	-4%	-0.2	0
18: O=C(O)c1nnn(-c2cccc(C(F)(F)F)c2)c1-c1ccccc1
→ -2%	14%	2%	-1.2	4%	4%	-0.1	-2
